Compound activity from PubChem BioAssay.
Runt-SMMHC FRET: inhibitors of RUNX1 Runt–CBFb-SMMHC binding, primary screen, biochemical, FRET, Cerulean-Runt, Venus-CBFb-SMMHC, uHTS. Runt-related transcription factor 1 (Homo sapiens) + Core-binding factor subunit beta …. Cerulean-Runt/Venus-CBFb-SMMHC FRET ratio 530/480, 1 h. inhibition, % at 20 µM. 0.74% of 220,000 active;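 active means mean inhibition across duplicate retests at 20 µM reaching about 50%, limit read from the data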;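 further: 0% = DMSO wells and 100% = wells with excess untagged CBFb-SMMHC; inhibitors lower the FRET ratio by blocking Runt binding to CBFb-SMMHC; some results filed as inactive read as strong as hits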
14-3-3 Bad PPI: inhibitors of 14-3-3 zeta/Bad binding, primary screen, biochemical, TR-FRET, bovine 14-3-3 zeta; 14-3-3 protein zeta/delta (Bos taurus), P63103; TR-FRET 14-3-3zeta/Dy647-pBad peptide displacement, 1 h; inhibition, % at 21.7 µM; 0.71% of 220,000 active; AID 781, 2007;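 active means inhibition above about 70%, limit read from the data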;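 further: 0% = full 14-3-3 plus peptide FRET controls and 100% = background without 14-3-3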
Hck Nef HTS: inhibitors of Nef-activated human Hck kinase, primary screen, biochemical, Z-Lyte FRET, 384-well, Hck-YEEI; Tyrosine-protein kinase HCK (Homo sapiens), P08631; Recombinant Hck-YEEI plus Nef, Z-Lyte FRET kinase assay; inhibition, % at 20 µM; 0.68% of 220,000 active; AID 463187, 2010;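 active means Hck-Nef kinase inhibition above about 50%, limit read from the data; inactive means inhibition below that limit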;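 further: 0% = DMSO with Hck plus Nef and 100% = Hck alone without Nef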
Target sequence (P08631 whole entry, looked up): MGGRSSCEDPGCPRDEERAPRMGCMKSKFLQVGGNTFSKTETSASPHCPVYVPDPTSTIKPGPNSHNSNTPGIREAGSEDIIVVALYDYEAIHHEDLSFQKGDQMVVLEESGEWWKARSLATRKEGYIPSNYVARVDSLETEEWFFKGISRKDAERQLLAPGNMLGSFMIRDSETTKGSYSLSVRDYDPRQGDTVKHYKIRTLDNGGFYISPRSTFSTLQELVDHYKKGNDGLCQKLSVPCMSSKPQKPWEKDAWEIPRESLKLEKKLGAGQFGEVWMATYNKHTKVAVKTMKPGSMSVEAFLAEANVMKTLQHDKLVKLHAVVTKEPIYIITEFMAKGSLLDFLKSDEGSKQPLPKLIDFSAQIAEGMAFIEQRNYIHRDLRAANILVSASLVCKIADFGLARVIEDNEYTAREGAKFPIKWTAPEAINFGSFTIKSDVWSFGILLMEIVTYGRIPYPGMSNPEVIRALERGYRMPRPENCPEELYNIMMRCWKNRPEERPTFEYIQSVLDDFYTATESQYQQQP
L929 necroptosis: inhibitors of zVAD-triggered necroptosis, primary screen, L929 cells | L929 zVAD necroptosis rescue, ATP luminescence, 24 h; with zVAD 60 µM | viability rescue, % at 10 µM | 0.38% of 220,000 active | AID 1377, 2008;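 active means activation, scaled between plate controls, above about 75%, limit read from the data; inactive means activation under that limit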;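 further: 0% = zVAD with DMSO and 100% = DMSO alone without zVAD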
Runt-CBFb FRET: inhibitors of RUNX1 Runt–CBFb binding, primary screen, biochemical, FRET, Cerulean-Runt, Venus-CBFb, uHTS. AID 1496, 2009. Cerulean-Runt/Venus-CBFb FRET ratio 530/480, 1 h. inhibition, % at 20 µM. 0.46% of 220,000 active. Runt-related transcription factor 1 (Homo sapiens) + Core-binding factor subunit beta …;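 active means inhibition over about 50% at 20 µM in the single-dose screen, limit read from the data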;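 further: 0% = DMSO wells and 100% = excess unlabeled CBFb competitor control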
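Assay system: Cerulean-Runt domain / Medium: Tris 50 mM pH 7.5, KCl, K2SO4, 0.01% BSA / Timing: protein complex preformed 1 h, compound exposure 1 h, room temperature, dark / Measured by: FRET, excitation 422 nm, emission at 530 and 480 nm / Evaluation: loss of energy transfer signal / Control set: 5 µM unlabeled CBFb as full-inhibition high control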
Tb hexokinase: Trypanosoma brucei hexokinase 1 inhibitors, primary screen, biochemical, G6PDH-coupled NADH absorbance, MLSCN library; hexokinase 1 [Trypanosoma brucei]; recombinant TbHK1, G6PDH-coupled NADH A340; inhibition, % at 10 µM; 0.11% of 220,000 active;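 active means inhibition of 50% or more in the single-dose primary screen; inactive means inhibition below 50%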
Mdm2 ligase inh: MDM2-luciferase reporter signal enhancers, primary screen, MDM2 E3 ligase inhibitor project, cell-based, luminescence, 1536-well; E3 ubiquitin-protein ligase Mdm2 (Homo sapiens), Q00987; cell-based MDM2 ubiquitination luciferase reporter, 2 h; 0 = plate control, 100 = twice control, blank-subtracted; signal enhancement, % at 5 µM; 0.11% of 210,000 active; AID 1230, 2008;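 active means signal enhancement of 30% or more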;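 further: luminescence tracks abundance of the self-degrading MDM2-luciferase fusion protein; higher signal means inhibition of MDM2 E3 ligase activity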
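Material: Stable MDM2–luciferase fusion reporter cells | Amount: 2000 cells seeded into each well | Dosing: One concentration, 5 µM, with 0.2% DMSO | Incubation: 4 h cell settling then 2 h compound exposure, 37 °C | Measured by: Luciferase luminescence | Read-out basis: % enhancement relative to plate controls after blank subtraction | Benchmarks: Control and blank well means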
NCF1 inh: p47phox/p22phox peptide binding inhibitors, primary screen, biochemical, uHTS, NADPH oxidase regulatory subunit; Neutrophil cytosol factor 1 (Homo sapiens), P14598; 0.53% of 220,000 active; inhibition, % at 24.7 µM; fluorescence polarization, 2 h;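 active means inhibition above about 30%, limit read from the data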;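 further: 0% = p47phox with labelled peptide and 100% = labelled peptide alone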
Target sequence (P14598 whole entry, looked up): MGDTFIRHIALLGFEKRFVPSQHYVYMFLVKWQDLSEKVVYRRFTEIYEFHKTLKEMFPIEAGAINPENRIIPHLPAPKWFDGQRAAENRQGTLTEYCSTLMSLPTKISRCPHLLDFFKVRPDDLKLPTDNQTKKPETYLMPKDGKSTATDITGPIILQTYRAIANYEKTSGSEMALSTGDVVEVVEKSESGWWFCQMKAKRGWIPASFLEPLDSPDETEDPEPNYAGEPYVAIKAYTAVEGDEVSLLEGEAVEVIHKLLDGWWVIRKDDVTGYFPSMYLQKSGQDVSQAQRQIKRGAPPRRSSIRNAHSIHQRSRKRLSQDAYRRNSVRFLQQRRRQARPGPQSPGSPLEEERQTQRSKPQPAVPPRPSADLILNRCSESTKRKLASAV
EBV gp42 inh: Epstein-Barr virus gp42 inhibitors, primary screen, biochemical, uHTS, fluorescence polarization; Glycoprotein 42 (Epstein-Barr virus (strain AG876)), Q1HVG2; Fluorescence polarization binding assay, mP read-out; inhibition, % (tested at 21.74 µM); 0.42% of 220,000 active; in the data active means inhibition above about 50%
An asterisk follows results filed as active; nt = no result given; [ ] = another dose, or the depositor's remark.

Second line of a record – 14-3-3 Bad PPI, Mdm2 ligase inh, Tb hexokinase, Runt-CBFb FRET, L929 necroptosis, Runt-SMMHC FRET, Hck Nef HTS, EBV gp42 inh, NCF1 inh
- Cc1ccc2[nH]c(=O)c(CN(CC3CCCO3)C(=S)Nc3ccccc3)cc2c1 (centres undefined)
→ 3, 6, -9, -1, 1.0, 3, 3, -1, -6
- COc1ccccc1N1CCN(CC(=O)NCC2CCCO2)CC1 (centres undefined)
→ 75*, -7, 5, 0, nt, 1, 0, 4, 0
- CC(=O)Nc1ccc(Nc2cc(C(C)C)nc3c(-c4ccccc4)c(C)nn23)cc1
→ 3, -17, -82, -4, 68, 0, 15, 1, -1
- COc1ccc2c(CC(=O)OCC(=O)Nc3ccc(S(N)(=O)=O)cc3)coc2c1
→ 3, nt, -6, 0, 0.1, 1, 16, -11, -12
- CC(=O)n1nc(-c2ccc(C)cc2)nc1NCc1ccco1
→ -4, -7, 6, -4, 54, -6, 22, 2, -7
- CCOc1cc(/C=N/NC(=O)C(C)Sc2ccccc2)ccc1O (centres undefined)
→ -6, -45, -16, 1, 2.9, 2, 13, -1, -2
- COc1ccccc1N(C)S(=O)(=O)c1ccc(C(=O)OCC(=O)N2CCC2)cc1
→ -8, -21, -3, 0, 3.0, -2, 19, -12, -11
- Cc1ccc(C(=O)CSc2nc3ccccc3c(=O)[nH]2)cc1C
→ 2, -9, 0, -1, 1.7, -5, 21, 1, -12
- CCC(=O)c1cc2c(cc1NC(=O)c1ccc(C)cc1)OCCO2
→ -3, -17, -16, -2, -0.2, -2, 3, -9, -2
- Cc1nc2n(COCCO)cnn2c(=O)c1Br
→ 10, -6, 11, 0, 0.2, 3, 10, -6, -7
- NNC(=O)c1ccc(COc2ccc3c(c2)CCC3)cc1
→ 0, -1, -1, -5, 1.2, 0, 4, -3, -1
- O=C(c1ccc(Cl)cc1[N+](=O)[O-])N1CCN(c2ccccn2)CC1
→ -7, -10, 0, 0, -0.3, -2, 22, -12, 1
- COc1ccc(NC(=O)c2nc[nH]c2C(=O)N2CCN(c3ccccc3)CC2)cc1
→ -10, -6, -8, 0, 1.7, 1, 31, -1, -1
- CC(C)(C)c1ccc(/C=C/C(=O)NC2=NCCS2)cc1
→ -7, -4, -1, -6, 2.8, -10, 1, -24, -9
- Nc1nc(SC23CC4CC(CC(C4)C2)C3)ns1
→ 6, nt, -5, -2, 0.2, -27, 21, -3, -39
- CCCCP(=O)(CCCC)c1ccccc1C(=O)O
→ -7, -29, -3, -4, 0.3, -12, -1, -24, -6
- COCCCNC(=O)CSc1c2c(nc3ccc(Cl)cc13)CCCC2
→ 3, -7, -5, 0, -2.1, 3, -35, 4, -2
- Nc1nonc1-c1nc2ccccc2n1Cc1ccc(F)cc1Cl
→ -14, -6, -19, -1, 0.7, -3, 3, -9, -9
- COc1ccccc1CNC(=O)CN(C)S(=O)(=O)c1cccc2cccnc12
→ 5, -4, 7, 0, -0.3, 1, 17, 1, 1
- Nc1c(Cl)ncnc1N1CCCC1
→ -11, 2, -8, 6, 2.1, 3, 19, -9, -1
- Cc1noc(NS(=O)(=O)c2ccc(NC(=O)CCC3CCCC3)cc2)c1C
→ -16[fluorescence artefact?], nt, -4, -3, -0.4, 0, -1, -9, -16
- Cn1nnnc1SCC(=O)NCCc1ccc(Cl)cc1
→ 33[fluorescence artefact?], -4, 0, 5, 1.1, 20, 1, -67, -3
- NC(=O)NC(=O)COC(=O)CCCSc1nc2ccccc2s1
→ 3, -11, -5, -1, 2.0, 0, 13, -13, -5
- CNC(=O)c1cc2ncc(C(F)(F)F)cc2s1
→ -17, -23, -2, -1, 3.5, 0, 20, -2, 0
- C/C(=N\NC(=S)Nc1ccc(C)cc1)c1cccc(N)c1
→ -21, -13, -16, 3, -0.8, 0, 20, 9, -1
- O=C1/C(=C\c2cccnc2)CN(Cc2ccccc2)C/C1=C\c1cccnc1
→ -4, 30, -22, 0, 0.2, 1, -1, -13, -11
- CC(=O)Nc1ccc(NC(=O)c2ccccc2S(=O)(=O)c2ccccc2[N+](=O)[O-])cc1
→ 15, -16, 4, 2, 0.2, 2, 0, -7, -14
- Cc1ccc(OCc2nnc(SC(C)C(=O)O)n2Cc2ccccc2)cc1 (centres undefined)
→ 15, 7, -9, 1, 5.7, -6, 20, -18, 1
- O=c1c2ccccc2nc2ccccn12
→ 6, -5, -15, 4, 1.6, 13, 24, -2, -2
- Cc1cccc(CSCCNC(=O)CCSc2ccccc2)c1
→ -1, -6, 2, -4, nt, -7, -12, -3, -5
- COc1cccc(OCC(=O)NNC(=S)Nc2ccc(Cl)cc2Cl)c1
→ -18, -6, 7, 3, 1.2, 3, 19, 2, -7
- CCOC(=O)c1ccccc1NC1c2ccccc2C(=O)N1c1cc(C)ccn1 (centres undefined)
→ 2, -11, -14, -2, -0.5, 3, 1, -17, -7
- CCOc1ccc(CCNC(=O)CSc2cc(=O)n(C)c3cc(Cl)ccc23)cc1OCC
→ 11, -12, -4, -8, 0.9, -5, 0, -13, -8
- C(=N\Nc1nc(Nc2ccccc2)nc(N2CCCCC2)n1)/c1ccco1
→ -9, 0, -11, 0, -0.7, 1, 15, -10, 135*
- O=C(CCCN1C(=O)c2ccccc2C1=O)N1CCC(c2ccccc2)C1 (centres undefined)
→ 3, 4, -7, 0, -0.8, 0, 8, 3, -4
- O=[N+]([O-])c1ccc(/C=N/Nc2nc(-c3ccccc3)c3cc(Br)ccc3n2)o1
→ 5, -6, -9, -5, -0.2, -32, 5, -3, -5
- COc1ccc(C2N=C(Nc3ccc(C)cc3)Nc3nc(C)cc(=O)n32)cc1 (centres undefined)
→ -11[fluorescence artefact?], -14, -3, -2, 0.6, 0, -1, -7, -12
- O=C(NC(=S)NCCCN1CCOCC1)c1ccc([N+](=O)[O-])cc1
→ 0[fluorescence artefact?], 1, -7, 1, -0.2, 2, 0, -18, -8
- Cc1ccc(-n2c(-c3ccco3)n[nH]c2=S)cc1
→ -2, -5, 0, 8, -1.7, 11, 15, -24, -3
- CC1=CC(C)(C)N(C(=O)CNC2CCCCC2)c2cc(C)ccc21
→ 67, -4, 10, -1, -0.8, 2, 17, -12, -1
- Cc1cc(C)cc(C(=O)NCC(=O)OCC(=O)c2cc(C)n(CC(F)(F)F)c2C)c1
→ 4[fluorescence artefact?], 11, 2, -2, nt, -1, 1, 17, -4
- CCOC(=O)Cn1c2c(c(=N)c3ccccc31)CCC2
→ 11, -11, -33, 1, 0.3, 2, 1, -23, -2
- CCN(CC)S(=O)(=O)c1ccc(NC(=O)COC(=O)CN2C(=O)c3ccccc3C2=O)cc1
→ 4, -52, -4, 0, 0.6, -3, 6, -21, 0
- Cc1cc(C2C(C#N)=C(N)Oc3n[nH]c(C)c32)c(C)s1 (centres undefined)
→ -6, 0, 0, nt, 0.0, -6, 2, -15, -10
- CCC(=O)Nc1ccc(Oc2ccc3c(c2)C(=O)NC3=O)cc1
→ -1, -13, -11, 0, -0.2, 2, 1, -10, -14
- Cc1nc2cc(-c3cccs3)[nH]n2c(=O)c1C
→ 7, 5, -2, nt, 0.6, nt, 10, -21, 3
- CN(C)c1nc(Nc2ccc(Cl)cc2)nc(OCC#N)n1
→ -9, nt, -9, -2, 0.4, -6, -1, -7, -6
- CCN1CCN(S(=O)(=O)c2cccc3nsnc23)CC1
→ 6, -8, -6, 4, 0.1, 1, -4, -2, -2
- CCc1cccc(CC)c1NC(=S)NCCc1ccc(O)c(O)c1
→ -11, -6, 5, 6, 2.5, 2, 20, 8, 5
- C=C(C)CSC1=C(C#N)C(c2ccsc2)CC(=O)N1 (centres undefined)
→ -6[fluorescence artefact?], -9, 5, 4, 0.5, -4, 2, -9, -15

The list goes on:
Second line of a record – 14-3-3 Bad PPI, Mdm2 ligase inh, Tb hexokinase, Runt-CBFb FRET, L929 necroptosis, Runt-SMMHC FRET, Hck Nef HTS, EBV gp42 inh, NCF1 inh
- CC(C)C(NC(=S)Nc1ccccc1)C(=O)O (centres undefined)
→ 3[fluorescence artefact?], -12, 4, -3, -0.4, 10, 4, -11, -14
- CC(C)CC(OC(=O)c1ccco1)C(=O)NC1CCCCC1 (centres undefined)
→ -6, -15, -2, 1, -0.3, -7, 0, -12, -7
- O=C1CC(c2ccco2)Cc2nc(Nc3nc(-c4ccccc4)c4ccccc4n3)ncc21 (centres undefined)
→ -8, -13, -18, 8, 2.2, -7, 2, -13, -18
- C/C(CC(=O)NC12CC3CC(CC(C3)C1)C2)=N\NC(=O)Cc1cccs1
→ 3, -6, 7, -1, 0.4, -2, 2, -17, -4
- c1ccc2c(c1)[nH]c1c(N3CCOCC3)ncnc12
→ 3, -7, -25, 0, 0.9, 0, 2, -9, -10
- COC(=O)c1c(C)oc(C)c1S(=O)(=O)NCC1CC1
→ 0, -6, -8, 3, -0.9, 2, 1, -5, -13
- CCOC(=O)c1nc(N2CCN(C(=O)OCC)CC2)c2c3c(sc2n1)CCCC3
→ -17, -10, -13, -4, -0.3, -21, 3, 27, -6
- COC(=O)c1cc(NC(=O)C2CC=CCC2C(=O)O)cc(C(=O)OC)c1 (centres undefined)
→ 2, -8, 11, 0, 0.1, -11, 0, -16, 7
- O=C1CC(N2CCN(c3ccccc3)CC2)C(=O)N1Cc1ccc(Cl)cc1 (centres undefined)
→ -11, -6, 2, nt, 0.2, -4, -1, 2, -12
- Cc1ccc2nc(-c3ccc(NC(=S)NC4CC(C)(C)NC(C)(C)C4)cc3)sc2c1
→ 93*, -11, -9, 0, -1.5, 3, 20, 0, 22
- CCOc1ccccc1N1CCN(Cc2cccc(OC)c2O)CC1
→ 74*, -1, -4, 6, -0.3, 2, -1, -17, 1
- COc1ccccc1CNC(=O)C1CCC1
→ 5, -9, -5, 0, -0.2, 4, -3, -7, 1
- CCN(CC)c1ccc(NC(=O)c2ccco2)c(C)c1
→ -3, -6, -8, 15, 0.9, 9, -21, -20, -8
- CCC(c1nnnn1Cc1ccco1)N1CCN(C(=O)c2ccco2)CC1 (centres undefined)
→ 67[fluorescence artefact?], -19, 0, 8, -0.5, 4, 0, -4, -9
- CCc1nc2c(n1O)CCc1nonc1-2
→ 8, -5, -8, -2, 0.5, -1, -6, -18, -5
- Cc1ccc(-c2cc(C(=O)Nc3c(C#N)cnn3C)no2)cc1
→ 1, -20, -6, 2, 0.0, -2, 2, -9, -7
- CN(C)c1nc(C=C(C#N)C#N)c(Cl)n1-c1ccc(F)cc1
→ -9, 24, -9, -31, 3.0, -82, 19, 13, -16
